High-throughput results (PubChem)
RTF Ca sens act: cardiac RTF calcium sensitivity activators, primary screen, biochemical, IANBD-TnC fluorescence, EC20 calcium. activation, % at 7.2 µM. actives 0.24% (n = 340,000). Troponin I, cardiac muscle (Homo sapiens) + Troponin T, cardiac muscle (Homo sapiens) + …. IANBD-labeled TnC RTF fluorescence at EC20 calcium; 0% EC20 calcium, 100% full calcium;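 active = activation above the mean over all tested compounds plus 3 SD, cut at about 30% in these data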;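 also: rise in fluorescence read as greater calcium sensitivity of cardiac thin filaments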
dFosB act: activators of delta FosB homodimer, primary screen, biochemical, fluorescence polarization, TAMRA-CDK5 oligo, single point; AID 493131, 2011; actives 0.99% (n = 340,000); activation, % at 25 µM; Protein FosB (Mus musculus), P13346; purified delta FosB; percent of positive-control signal above neutral wells;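 active = mean activation above about 17%, with every replicate also reaching it, limit read from the data, passing the limit was not always enough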;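 also: fluorescence polarization rise as delta FosB binds a TAMRA Cdk5 AP-1 oligo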
PfHsp90 set2: growth inhibition of PfHsp90-expressing yeast, primary screen, antimalarial PfHsp90 inhibitor project, S. cerevisiae, BacTiter-Glo luminescence, single point, set 2 | inhibition, % at 9.4 µM | actives 0.32% (n = 310,000) | BacTiter-Glo ATP, 48 h; yeast lacking PDR1 and PDR3 efflux regulators | AID 504621, 2011;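 active = every replicate shows inhibition above about 80%, whatever the replicate mean, limit read from the data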;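 also: 0% = DMSO neutral controls and 100% = 20 µM radicicol positive controls; yeast relying on Plasmodium falciparum Hsp90 in place of its own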
RTF Ca sens inh: cardiac RTF calcium sensitivity inhibitors, primary screen, biochemical, IANBD-TnC fluorescence, EC70 calcium; IANBD-labeled cardiac RTF, Ca2+ fluorescence; inhibition, % at 7.15 µM; actives 0.12% (n = 340,000); AID 493244, 2011;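 active = inhibition above the mean inhibition of all tested compounds plus 3 SD, cut at about 17% in these data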;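 also: assay run at fixed EC70 calcium of 1.6 mM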
LANA DNA inh: inhibitors of KSHV C-LANA binding to DNA, primary screen, biochemical, fluorescence polarization, FAM-LBS DNA, MBP-C-LANA, single point; Kaposi's sarcoma herpesvirus LANA C-terminal domain (residues 932-1162) DNA binding; inhibition, % at 9 µM; actives 0.078% (n = 340,000); AID 504423, 2011;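 active = highest replicate inhibition at or above 60% at 9 µM, even if other replicates fall short; inactive = all replicates below 60% inhibition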;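 also: 0% = neutral control wells and 100% = 4 µM acridine orange control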
NSD2 inh: NSD2 histone methyltransferase inhibitors, primary screen, biochemical, AlphaScreen, single concentration, set 2. Histone-lysine N-methyltransferase NSD2 (Homo sapiens), O96028. NSD2 peptide methylation, 120 min. inhibition, % at 12.5 µM. actives 0.54% (n = 310,000); in the data active = inhibition above about 50%
Rtt109 Vps75: inhibitors of C. albicans Rtt109/Vps75 HAT, primary screen, biochemical, ThioGlo CoA-SH fluorescence, plate reader; Histone acetyltransferase RTT109 (Candida albicans (strain SC5314 / ATCC MYA-2876)), …; purified Rtt109/Vps75, 4 h; inhibition, % at 34.9 µM; actives 0.16% (n = 330,000);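 active = inhibition of at least 50% in every replicate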
Target sequence (Q5AAJ8 whole entry, looked up): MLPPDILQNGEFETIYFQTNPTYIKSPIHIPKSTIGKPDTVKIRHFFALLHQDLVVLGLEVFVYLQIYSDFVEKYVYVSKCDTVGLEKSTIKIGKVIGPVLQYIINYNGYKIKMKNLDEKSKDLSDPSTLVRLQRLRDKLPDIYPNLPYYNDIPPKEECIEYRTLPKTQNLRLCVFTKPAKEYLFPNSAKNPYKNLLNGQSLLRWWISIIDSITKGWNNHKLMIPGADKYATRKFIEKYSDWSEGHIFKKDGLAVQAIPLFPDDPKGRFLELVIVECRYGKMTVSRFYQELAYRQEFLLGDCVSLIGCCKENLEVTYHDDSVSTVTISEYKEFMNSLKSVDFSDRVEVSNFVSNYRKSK
Keap1-Nrf2 PPI: Keap1-Nrf2 protein-protein interaction inhibitors, primary screen, biochemical, fluorescence polarization, single point; inhibition, % at 9.4 µM; actives 0.15% (n = 340,000); Keap1 Kelch-Nrf2 peptide fluorescence polarization, 1536-well; in the data active = inhibition above about 12%;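 also: human Keap1 Kelch domain with fluorescein labeled Nrf2 9mer peptide probe; 0% = neutral control wells and 100% = peptide positive control; higher means more block of Keap1 binding to Nrf2 peptide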
Target sequence (Q14145 whole entry, looked up, the tested form may be a part): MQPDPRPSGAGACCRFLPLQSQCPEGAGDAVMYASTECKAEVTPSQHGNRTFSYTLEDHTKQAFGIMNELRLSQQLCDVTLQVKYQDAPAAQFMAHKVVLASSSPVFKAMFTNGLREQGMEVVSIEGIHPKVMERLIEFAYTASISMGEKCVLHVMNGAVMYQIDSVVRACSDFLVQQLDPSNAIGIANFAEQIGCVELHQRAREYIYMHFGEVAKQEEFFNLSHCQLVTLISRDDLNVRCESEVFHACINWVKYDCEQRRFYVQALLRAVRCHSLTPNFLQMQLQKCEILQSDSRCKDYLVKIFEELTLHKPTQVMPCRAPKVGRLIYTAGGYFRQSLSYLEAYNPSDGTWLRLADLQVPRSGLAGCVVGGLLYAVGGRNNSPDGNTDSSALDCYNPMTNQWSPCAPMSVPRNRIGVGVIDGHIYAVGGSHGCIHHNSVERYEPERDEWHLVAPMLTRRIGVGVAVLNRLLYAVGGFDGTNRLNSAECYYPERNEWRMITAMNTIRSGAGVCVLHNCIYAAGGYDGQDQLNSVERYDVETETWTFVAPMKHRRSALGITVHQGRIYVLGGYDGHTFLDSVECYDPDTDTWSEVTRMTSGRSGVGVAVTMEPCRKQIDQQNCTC
CDK5 inh: inhibitors of human CDK5/p35 kinase, primary screen, biochemical, single concentration; Cyclin-dependent kinase 5 (Homo sapiens) + Cyclin-dependent kinase 5 activator 1 (Homo …; Recombinant CDK5/p35, ADP-Glo luminescence, 60 min; inhibition, % at 10 µM; actives 0.01% (n = 330,000);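 active = highest replicate inhibition of at least 50% and at least 75% of replicates reaching 50%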;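 also: plate controls were DMSO neutral control for no effect and GW8510 at 10 µM for full effect; many of its hits are not listed in these tables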
PvdQ acylase: P. aeruginosa PvdQ acylase inhibitors, primary screen, biochemical, fluorescence, plate reader and imaging, single point; PvdQ acylase [Pseudomonas aeruginosa LESB58]; purified PvdQ acylase; inhibition, % at 10 µM; actives 0.063% (n = 340,000); AID 488965, 2010; in the data active = inhibition above about 30%, passing the limit was not always enough;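 also: 0% = vehicle neutral wells and 100% = reference inhibitor wells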
Mot1-301 SUMO: yeast Mot1-301 growth rescue at high temperature, primary screen, SUMOylation pathway inhibitor project, S. cerevisiae, ATP luminescence, 38.5C. S. cerevisiae Mot1-301 growth rescue; percent above DMSO median, 100 means doubled. AID 2716, 2010. actives 1% (n = 320,000). growth rescue, % at 18.8 µM;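 active = every valid replicate shows activation above 250% relative to neutral control wells; inactive = the rest, any valid replicate at or below 250%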;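 also: OY570 slx delta 5 strain wells were the positive control but not used for scaling; some compounds called inactive have numbers as strong as hits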
Active calls of the source: *; & = joins results of further samples.

How did CN(Cc1ccccc1)C(=O)c1cccc(NC(=O)Cc2cccc(NC(=O)C3CCN(C(=O)c4ccccc4)CC3)c2)c1 do in these assays?
RTF Ca sens act: -9; dFosB act: -12; PfHsp90 set2: -1; RTF Ca sens inh: -2; LANA DNA inh: 0.3; Rtt109 Vps75: -7; Keap1-Nrf2 PPI: 1; CDK5 inh: 0.3; PvdQ acylase: -9

What do the screens show for `CC1CCCCC12NC(=O)N(CC(=O)Nc1ccc(OC(F)F)cc1)C2=O` (centres undefined)?
RTF Ca sens act: 6; dFosB act: -4; PfHsp90 set2: 11; RTF Ca sens inh: -8; LANA DNA inh: 2.0; NSD2 inh: -4; Rtt109 Vps75: 3; Keap1-Nrf2 PPI: -2; CDK5 inh: 1.1; PvdQ acylase: -7; Mot1-301 SUMO: 12

Results for Cc1sc2nc(CSC(C)C(=O)Nc3ccc(C(N)=O)cc3)[nH]c(=O)c2c1C (centres undefined) ?
RTF Ca sens act: 3; dFosB act: -1; PfHsp90 set2: 1; RTF Ca sens inh: -2; LANA DNA inh: 1.7; NSD2 inh: 0; Rtt109 Vps75: 3; Keap1-Nrf2 PPI: -7; CDK5 inh: -1.5; PvdQ acylase: -9; Mot1-301 SUMO: 5

How did NC(=O)c1cc(S(=O)(=O)NCc2cccs2)cs1 do in these assays?
RTF Ca sens act: -2; dFosB act: -4; PfHsp90 set2: -4; RTF Ca sens inh: 0; LANA DNA inh: -0.4; NSD2 inh: -1; Rtt109 Vps75: -4; Keap1-Nrf2 PPI: -11; CDK5 inh: -0.5; PvdQ acylase: -14; Mot1-301 SUMO: -5

Results for Cc1nn(C(=O)C(C)N2C(=O)c3ccccc3C2=O)c(C)c1Br (centres undefined) ?
RTF Ca sens act: -1; dFosB act: 1; PfHsp90 set2: -1; RTF Ca sens inh: 0; LANA DNA inh: -0.6; NSD2 inh: -2; Rtt109 Vps75: 0; Keap1-Nrf2 PPI: 0; CDK5 inh: -0.3; PvdQ acylase: -1

Results for Cc1ccc(C)c(NC(=S)N2CCC(NC(=O)c3ccco3)CC2)c1 ?
RTF Ca sens act: -8; dFosB act: -8; PfHsp90 set2: -10; RTF Ca sens inh: 9; LANA DNA inh: 1.7; NSD2 inh: -1; Rtt109 Vps75: 17; Keap1-Nrf2 PPI: -3; CDK5 inh: 0.6; PvdQ acylase: 1; Mot1-301 SUMO: 17

Results for Cc1cccc(C)c1OCc1cc(C(=O)N2CCC(c3ccccc3)CC2)no1 ?
RTF Ca sens act: 0; dFosB act: -23; PfHsp90 set2: 15; RTF Ca sens inh: 2; LANA DNA inh: -2.3; NSD2 inh: -4; Rtt109 Vps75: -6; Keap1-Nrf2 PPI: -2; CDK5 inh: -0.7; PvdQ acylase: -3; Mot1-301 SUMO: -12

What do the screens show for `COc1ccc(OC)c(CN2CCN(C(=O)c3cccs3)CC2)c1`?
RTF Ca sens act: -4; dFosB act: 6; PfHsp90 set2: 2; RTF Ca sens inh: -9; LANA DNA inh: -0.5; NSD2 inh: -1; Rtt109 Vps75: -7; Keap1-Nrf2 PPI: -4; CDK5 inh: 2.4; PvdQ acylase: 18; Mot1-301 SUMO: -42

What do the screens show for `C=CCn1c(SCC(=O)N2CCN(c3ccccc3)CC2)nnc1-c1ccco1`?
RTF Ca sens act: 6; dFosB act: -1; PfHsp90 set2: -15; RTF Ca sens inh: -2; LANA DNA inh: 0.9; NSD2 inh: 84*; Rtt109 Vps75: 9; Keap1-Nrf2 PPI: -4; CDK5 inh: -1.3; PvdQ acylase: -4; Mot1-301 SUMO: 8

What do the screens show for `CSCCC(NC(=O)c1ccccc1Cl)C(=O)N(C)CC(=O)Nc1ccc(N2CCOCC2)cc1` (centres undefined)?
RTF Ca sens act: -19; dFosB act: 0; PfHsp90 set2: 4; RTF Ca sens inh: -2; LANA DNA inh: -0.3; NSD2 inh: 9; Rtt109 Vps75: -5; Keap1-Nrf2 PPI: 1; CDK5 inh: -0.5; PvdQ acylase: 6; Mot1-301 SUMO: 3

How did Oc1ccc(-c2nc3cnccn3c2Nc2ccc3c(c2)OCCO3)cc1 do in these assays?
RTF Ca sens act: 4; dFosB act: 2; PfHsp90 set2: -17; RTF Ca sens inh: -7; LANA DNA inh: 0.3; Rtt109 Vps75: 8; Keap1-Nrf2 PPI: -5; CDK5 inh: 0.6; PvdQ acylase: -10; Mot1-301 SUMO: 2

What do the screens show for `O=C(CSc1n[nH]c(=O)[nH]c1=O)N/N=C/C=C\c1ccccc1`?
RTF Ca sens act: 1; dFosB act: -9; PfHsp90 set2: 15; RTF Ca sens inh: 0; LANA DNA inh: -0.3; NSD2 inh: -2; Rtt109 Vps75: 5; Keap1-Nrf2 PPI: 0; CDK5 inh: 0.7; PvdQ acylase: 13; Mot1-301 SUMO: -6

Results for CCCCN1C(=O)C2(NNc3ccccc3O2)c2ccccc21 (centres undefined) ?
RTF Ca sens act: 1; dFosB act: -8; PfHsp90 set2: 6; RTF Ca sens inh: -11; LANA DNA inh: -2.0; NSD2 inh: 4; Rtt109 Vps75: -1; Keap1-Nrf2 PPI: -5; CDK5 inh: -0.7; PvdQ acylase: -3; Mot1-301 SUMO: -14

How did CSCCC(NC(=O)c1cc(CC(C)C)oc1C)C(=O)O (centres undefined) do in these assays?
RTF Ca sens act: -1; dFosB act: -2; PfHsp90 set2: 0; RTF Ca sens inh: -9; LANA DNA inh: 0.8; NSD2 inh: -5; Rtt109 Vps75: -8; Keap1-Nrf2 PPI: -9; CDK5 inh: -0.5; PvdQ acylase: -13; Mot1-301 SUMO: -6

What do the screens show for `Cc1ccc(OCC(O)CN2CCN(Cc3ccc4c(c3)OCO4)CC2)c(C)c1` (centres undefined)?
RTF Ca sens act: -4&5; dFosB act: -6&-1; PfHsp90 set2: -1; RTF Ca sens inh: -8&-6; LANA DNA inh: -1.4&0.1; NSD2 inh: 3&14; Rtt109 Vps75: -5&29; Keap1-Nrf2 PPI: 0&-3; CDK5 inh: -1.8&-0.7; PvdQ acylase: -8&0; Mot1-301 SUMO: 228

What do the screens show for `O=C(NCCCn1ncc2ccccc21)c1cc(COc2c(F)cccc2F)on1`?
RTF Ca sens act: -1; dFosB act: -11; PfHsp90 set2: 8; RTF Ca sens inh: -22; LANA DNA inh: 0.9; NSD2 inh: 0; Rtt109 Vps75: 8; Keap1-Nrf2 PPI: -7; CDK5 inh: -0.6; PvdQ acylase: -13; Mot1-301 SUMO: -2

What do the screens show for `Cc1ccc(C)c(N(CC(=O)NCC2CCCO2)C(=O)CCC(=O)Nc2nccs2)c1` (centres undefined)?
RTF Ca sens act: -5; dFosB act: -9; PfHsp90 set2: -8; RTF Ca sens inh: -12; LANA DNA inh: -3.2; NSD2 inh: 8; Rtt109 Vps75: -5; Keap1-Nrf2 PPI: -2; CDK5 inh: -0.5; PvdQ acylase: -5; Mot1-301 SUMO: 3

How did Cc1cc(C)c(C)c(OCC(=O)O/N=C(\N)c2ccncc2)c1 do in these assays?
RTF Ca sens act: 0; dFosB act: -10; PfHsp90 set2: -18; RTF Ca sens inh: -4; LANA DNA inh: -1.2; NSD2 inh: 0; Rtt109 Vps75: -4; Keap1-Nrf2 PPI: 1; CDK5 inh: 0.0; PvdQ acylase: 1; Mot1-301 SUMO: 7

Results for Cc1cc(NC(=O)/C=C/C(=O)N(CC(=O)NC2CCCC2)c2ccc(F)cc2)no1 ?
RTF Ca sens act: -1; dFosB act: -1; PfHsp90 set2: -3; RTF Ca sens inh: -5; LANA DNA inh: 1.1; NSD2 inh: -4; Rtt109 Vps75: 3; Keap1-Nrf2 PPI: 0; CDK5 inh: -0.8; PvdQ acylase: -8; Mot1-301 SUMO: -5

Results for Nc1c(C(=O)N2CCOCC2)sc(=S)n1-c1ccccc1 ?
RTF Ca sens act: 0; dFosB act: -1; RTF Ca sens inh: -9; LANA DNA inh: -0.2; NSD2 inh: 1; Rtt109 Vps75: 11; Keap1-Nrf2 PPI: 0; CDK5 inh: 0.0; PvdQ acylase: -16; Mot1-301 SUMO: 20

The closing two records of the part before come first, to join the parts:
Results for Cc1cc(NC(=O)/C=C/C(=O)N(CC(=O)NC2CCCC2)c2ccc(F)cc2)no1 ?
RTF Ca sens act: -1; dFosB act: -1; PfHsp90 set2: -3; RTF Ca sens inh: -5; LANA DNA inh: 1.1; NSD2 inh: -4; Rtt109 Vps75: 3; Keap1-Nrf2 PPI: 0; CDK5 inh: -0.8; PvdQ acylase: -8; Mot1-301 SUMO: -5

Results for Nc1c(C(=O)N2CCOCC2)sc(=S)n1-c1ccccc1 ?
RTF Ca sens act: 0; dFosB act: -1; RTF Ca sens inh: -9; LANA DNA inh: -0.2; NSD2 inh: 1; Rtt109 Vps75: 11; Keap1-Nrf2 PPI: 0; CDK5 inh: 0.0; PvdQ acylase: -16; Mot1-301 SUMO: 20

What do the screens show for `CC(=O)NCCNC(=O)c1ccc2c(c1)S(=O)(=O)c1ccccc1C2=O`?
RTF Ca sens act: -8; dFosB act: -1; PfHsp90 set2: 10; RTF Ca sens inh: 0; LANA DNA inh: 2.4; NSD2 inh: -5; Rtt109 Vps75: 2; Keap1-Nrf2 PPI: -4; CDK5 inh: 1.6; PvdQ acylase: -4; Mot1-301 SUMO: 253

Results for CCCCCCSc1ccc(-c2nc3ccccn3c2NCCCC)cc1 ?
RTF Ca sens act: -4; dFosB act: -2; PfHsp90 set2: 7; RTF Ca sens inh: 4; LANA DNA inh: -0.3; Rtt109 Vps75: -14; Keap1-Nrf2 PPI: -4; CDK5 inh: -1.3; PvdQ acylase: -7; Mot1-301 SUMO: 6

How did O=C(NCc1ccc(Cl)cc1)C1CCCO1 (centres undefined) do in these assays?
RTF Ca sens act: -1; dFosB act: 0; RTF Ca sens inh: -4; LANA DNA inh: 0.8; NSD2 inh: -6; Rtt109 Vps75: -1; Keap1-Nrf2 PPI: 3; CDK5 inh: 0.7; PvdQ acylase: 3; Mot1-301 SUMO: -13

What do the screens show for `CCc1nnc(NC(=S)Nc2ccccc2)s1`?
RTF Ca sens act: -2; dFosB act: 8; PfHsp90 set2: 8; RTF Ca sens inh: 5; LANA DNA inh: -0.8; NSD2 inh: 4; Rtt109 Vps75: -17; Keap1-Nrf2 PPI: -6; CDK5 inh: 2.1; PvdQ acylase: -11; Mot1-301 SUMO: 9
